# PP5 primary = PP5 (human) phosphatase inhibition. P53041. purified PP5c, OMFP substrate fluorescence. inhibition, % at 6.7 µM. actives 0.18% (n = 320,000). AID 1987;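 active means inhibition above the campaign's mean inhibition across all tested compounds plus 3 SD, cut at about 9.5% in these data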;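 further: 0% = DMSO only and 100% = 100 µM cantharidin control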
# PAFAH2 inh = inhibitors of human PAFAH2. recombinant PAFAH2, FP-rhodamine activity probe, fluorescence polarization. actives 0.99% (n = 340,000). AID 492956. inhibition, % at 3.39 µM;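 active means inhibition above the mean over all tested compounds plus 3 SD, cut at about 30% in these data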;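 further: inhibitors block probe labeling of enzyme so polarization drops; 0% = enzyme with DMSO and 100% = wells lacking PAFAH2 protein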
# AHR activator = human AHR activation. activation, % at 5 µM. actives 2.5% (n = 320,000). AHR-responsive luciferase reporter cells, luminescence; in the data active means activation above about 47%;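 further: 0% = vehicle wells and 100% = reference agonist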
# proCasp7 act = activates human procaspase-7, counter-screen for procaspase-3 activators. P55210. recombinant procaspase-7, Ac-DEVD-pNA absorbance 405 nm; D23A/D198A/D206A triple mutant, cannot self-cleave; scale: DMSO 0, 5 µM enzyme 100. activation, % at 8.5 µM. actives 0.093% (n = 330,000). AID 463210;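 active means percent activation above the screen-wide mean plus 3 SD, cut at about 25% in these data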
# Target sequence (P55210 whole entry D23A/D198A/D206A): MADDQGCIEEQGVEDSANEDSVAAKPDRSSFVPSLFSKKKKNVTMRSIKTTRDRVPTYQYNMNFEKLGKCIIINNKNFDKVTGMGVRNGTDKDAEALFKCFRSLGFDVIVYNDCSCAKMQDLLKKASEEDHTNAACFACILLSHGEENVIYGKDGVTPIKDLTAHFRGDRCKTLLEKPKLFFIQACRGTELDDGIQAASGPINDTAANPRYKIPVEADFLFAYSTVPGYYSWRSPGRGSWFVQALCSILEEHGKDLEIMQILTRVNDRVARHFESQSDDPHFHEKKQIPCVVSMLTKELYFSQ
#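 Assay system: Uncleavable procaspase-7 mutant enzyme | Input: 2 µM procaspase-7 mutant as dispensed | Timing: 1 h compound preincubation, 2 h substrate cleavage, 25 °C | Repeats: One well per compound | Control set: DMSO wells as 0%, DMSO with 5 µM added PC-7 as 100% | Technique: Epi-absorbance of released pNA at 405 nm, two timepoints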
# PP1 counter = blocks human PP1-alpha phosphatase, a PP5 counter-screen | P62136 | purified PP1alpha, OMFP fluorescence | inhibition, % at 6.7 µM | actives 0.9% (n = 320,000) | AID 2235;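 active means inhibition above the mean inhibition of all tested compounds plus 3 SD, computed separately for each screening campaign, cut at about 15% in these data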
# Target sequence (P62136 whole entry, looked up): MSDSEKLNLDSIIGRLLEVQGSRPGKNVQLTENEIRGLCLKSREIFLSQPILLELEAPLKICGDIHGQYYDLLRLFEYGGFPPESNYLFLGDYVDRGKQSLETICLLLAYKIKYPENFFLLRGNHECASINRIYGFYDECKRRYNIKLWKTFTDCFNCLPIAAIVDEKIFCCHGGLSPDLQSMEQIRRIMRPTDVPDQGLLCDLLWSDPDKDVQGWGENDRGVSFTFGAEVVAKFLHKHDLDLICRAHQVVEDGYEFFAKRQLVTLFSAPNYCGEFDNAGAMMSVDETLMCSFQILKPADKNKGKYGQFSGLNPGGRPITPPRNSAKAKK
# core dimer inh = blocks dimerization of HCV core protein | inhibition, % at 5 µM | actives 0.33% (n = 300,000) | TR-FRET GST/Flag-core106 dimerization, 1536-well;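 active means inhibition above the mean of all tested compounds plus 3 SD, set per screening campaign, cut at about 45% in these data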
#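 test system = GST/Flag-tagged HCV core106 proteins | probe or stimulus = Eu donor and XL665 acceptor anti-tag antibodies | times = compound-protein-antibody incubation 4 h at 22.5 °C | signal = TR-FRET, excitation 340 nm, emission 617 and 671 nm | measure = percent inhibition of core106 dimerization signal | controls = wells lacking GST-core106 and wells with excess unlabelled core106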
# TPT1 inhibitor = inhibitors of Candida albicans tRNA 2'-phosphotransferase TPT1; recombinant caTPT1, FP RNA substrate dephosphorylation; inhibition, % at 5 µM; actives 0.81% (n = 300,000); AID 1962;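 active means inhibition above the mean of all tested compounds plus 3 SD, set per screening campaign, cut at about 24% in these data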;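 further: plate controls were DMSO alone for no effect and ferristatin control at 100 nM for full effect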
# CTSL1 counter = blocks F. hepatica cathepsin L1 in PFM18AAP counter-screen. AID 1906. actives 0.49% (n = 300,000). inhibition, % at 5.96 µM. recombinant F. hepatica cathepsin L1, Z-Leu-Arg-MCA fluorescence;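 active means inhibition above the mean of all tested compounds plus 3 SD, set per screening campaign, cut at about 17% in these data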;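 further: 0% = plate median of test compound wells and 100% = 1 µM Z-Phe-Ala-diazomethylketone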
# proCasp3 act = activators of human procaspase-3; activation, % at 8.5 µM; actives 0.11% (n = 330,000); P42574; recombinant procaspase-3 D3A, Ac-DEVD-pNA absorbance 405 nm; AID 463141;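 active means activation above the mean of all tested compounds plus 3 SD, cut at about 21% in these data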;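 further: 0% = DMSO alone and 100% = DMSO wells spiked with extra 5 µM PC-3 D3A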
# Target sequence (P42574 whole entry D9A/D28A/D175A): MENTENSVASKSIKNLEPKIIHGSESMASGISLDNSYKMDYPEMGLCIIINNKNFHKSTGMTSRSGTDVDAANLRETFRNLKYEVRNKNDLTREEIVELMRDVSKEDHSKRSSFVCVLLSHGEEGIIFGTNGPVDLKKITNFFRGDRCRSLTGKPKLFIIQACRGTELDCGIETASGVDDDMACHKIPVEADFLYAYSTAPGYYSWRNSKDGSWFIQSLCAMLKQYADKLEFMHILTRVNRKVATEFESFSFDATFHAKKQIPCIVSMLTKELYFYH
#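 Assay system – Procaspase-3 D3A mutant · Benchmarks – DMSO low control, extra-enzyme high control · Technique – 405 nm absorbance of p-nitroaniline, reads at 0 and 120 min · Doses – 8.5 µM nominal · Measure – % activation between DMSO and enzyme-spiked controls · Also added – Ac-DEVD-pNA chromogenic peptide substrate · Schedule – 1 h compound preincubation, 2 h substrate hydrolysis at 25 °C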
# Numbers without * were called inactive; i = inactive; . = no result given.
No.	compound	PP5 primary	PAFAH2 inh	AHR activator	proCasp7 act	PP1 counter	core dimer inh	TPT1 inhibitor	CTSL1 counter	proCasp3 act
1	Cc1cc(N2CCN(c3ccccc3Cl)CC2)n2cc(-c3ccccc3)nc2n1	1.2	-7	2	-4	4	18	-1	4	4
2	CCC(C(=O)NC1CCCCCC1)n1nc(C)n2c(cc3occc32)c1=O (stereo not drawn)	1.1	8	3	7	-4	-13	3	2	-1
3	OCCN(CCO)c1ccc(C(c2ccc(Cl)cc2)c2ccc(N(CCO)CCO)cc2Cl)c(Cl)c1	4.5	3	2	-5	-2	16	2	-5	3
4	C#CCOCCOCCOCCNc1nc(N2CCN(C(=O)C([C@@H](C)O)n3cc([C@@H](N)CCCCN)nn3)CC2)nc(N2CCN(C(=O)[C@H](CC(N)=O)n3cc([C@@H](N)C(C)C)nn3)CC2)n1 (stereo partly drawn)	.	4	-1	-4	.	.	.	.	-1
5	CCn1c(CN2CCOCC2)nnc1SCC(=O)Nc1ccccc1Cl	1.5	1	0	11	1	4	2	0	-1
6	Cc1ccc(N(C)S(=O)(=O)c2cccc(C(=O)NCCCN3CCCC3=O)c2)cc1	0.6	6	4	-5	-7	.	.	.	6
7	O=C(CSc1nnc(-c2cccnc2)n1Cc1ccco1)Nc1nc(-c2ccc(F)cc2)cs1	3.8	-1	4	-2	2	8	0	-3	0
8	Cc1cnc(C(=O)OCC(=O)Nc2ccc3c(c2)OCCO3)cn1	2.7	-4	-1	-4	-3	.	.	.	2
9	CCOC(=O)c1cc2c(ccn2C)n1CC(=O)N1CCC(Cc2ccccc2)CC1	-0.2	7	0	1	2	15	-1	2	4
10	O=C(CSc1nnc(-c2cccc(S(=O)(=O)N3CCCCC3)c2)o1)c1ccc[nH]1	2.3	15	8	6	0	38	3	6	-7
11	CCN(C(=O)C1CCCCC1)c1nnc(-c2cccnc2)s1	1.4	-4	18	-2	4	7	6	0	0
12	COc1ccc(S(=O)(=O)N2CCN(CC3CC=CCC3)CC2)cc1 (stereo not drawn)	1.9	5	-2	0	-4	-4	1	-1	2
13	O=S(=O)(CCc1ccncc1)c1ccc(Cl)cc1	-3.0	0	6	2	-1	-7	3	1	1
14	CCOc1nnc(C)c2c(C)n(-c3cccc(Cl)c3)nc12	2.1	2	0	6	7	8	25*	-1	-2
15	Cc1ccc(-n2[nH]c3c4c(ccc3c2=O)C(=O)c2ccccc2C4=O)cc1	-0.1	7	0	12	0	1	-3	1	0
16	CCCCCCCC[n+]1cccc(C(=O)N(CC)CC)c1	-1.5	-2	4	1	-2	-13	-1	5	8
17	Cc1ccc(C(=O)Nc2sc3c(c2C#N)CCCCC3)cc1C	0.4	-1	71*	3	1	-22	-5	4	3
18	COc1cnn(-c2ccc(C)cc2)c(=O)c1Br	1.6	-2	3	-8	-2	-2	-6	-3	-10
19	CC(=O)c1cccc(NC(=O)CNC(=O)Cc2ccccc2)c1	-2.5	6	15	-3	-4	-4	2	1	-1
20	O=C(O)CSc1nc2ccc(Cl)cc2[nH]1	-0.1	-3	3	7	-4	2	0	9	-1
21	Cc1ccc(C(=O)N2CC(=O)Nc3ccc(F)cc3C2c2ccccc2)cc1[N+](=O)[O-] (stereo not drawn)	1.3	6	7	-2	3	2	1	-3	11
22	Cn1c(SCCOc2ccccc2Cl)nnc1-c1ccncc1	0.1	5	-4	2	1	0	-1	-5	5
23	CC1(c2ccccc2)CC(C)(C)n2c(O)c(C3=NC(=S)NC3=O)c3cccc1c32 (stereo not drawn)	1.1	11	0	-3	6	7	0	1	7
24	COc1ccc(N(C(=O)CNC(=O)c2cccs2)C(C(=O)NC2CCCC2)c2ccncc2)cc1 (stereo not drawn)	2.8	2	1	-2	1	-1	0	-1	-3
25	COCCOC(=O)c1c(C)oc2ccc(OCc3ccccc3)cc12	5.0	-7	7	-6	1	-2	0	-4	3
26	CCn1c(CCc2nc3ccccc3[nH]2)n[nH]c1=S	-1.9	2	0	3	-2	1	2	0	6
27	COc1cc(C(=O)NCCC(=O)N2CCC3(CC2)NCCc2[nH]cnc23)cc(OC)c1OC	-1.3	-13	2	7	2	-3	-2	-3	-3
28	C[C@H](/C=C/[C@@]1(O)[C@H](C)C[C@H](O)CC1(C)C)O[C@@H]1O[C@H](CO)[C@@H](O)[C@H](O)[C@H]1O	0.8	2	0	-12	-4	1	0	3	8
29	CC(=O)N(c1ccc(C(F)(F)F)cc1)S(=O)(=O)c1ccc(N2C(=O)CCC2=O)cc1	1.5	-13	4	2	1	-6	0	2	-2
30	CCOc1ccccc1OCCCC(=O)NC1=NCCS1	-1.3	1	5	2	-3	0	-2	-4	3
31	COc1ccc(NC(=O)O/N=C/c2ccncc2)cc1	-1.7	4	10	-2	-2	10	0	-4	-1
32	CC(NC(=O)c1ccc(Cl)cc1)C(=O)N1CCCCC1 (stereo not drawn)	-0.6	3	3	1	-1	-2	2	-1	8
33	[O-]/[N+](=C\c1ccccc1)c1ccccc1	-1.1	-3	3	1	-3	.	.	.	-7
34	Cc1cc(-c2ccccc2)nc(N(C)NC(=O)c2c(F)cccc2F)c1S(C)(=O)=O	5.2	-5	-1	-2	-1	9	-6	0	2
35	CCOc1ccc(NC(=O)/C=C/c2ccc(OC)cc2)c([N+](=O)[O-])c1	-3.0	-12	-3	-6	3	2	7	1	1
36	O=S(=O)(c1ccc(Cl)s1)N1CCN(CCc2ccccc2)CC1	1.6	4	-5	-3	0	6	-2	5	-7
37	O=C(/C=C/c1ccccc1)c1ccccn1	-0.8	-6	-3	-7	-4	1	-1	2	-7
38	CC(=O)COC(=O)CCc1nc2ccccc2[nH]c1=O	0.9	1	1	2	1	4	-3	3	10
39	COc1ccc(C(=O)Nc2ccc3nc(N4CCOCC4)sc3c2)cc1OC	1.5	8	38	5	-1	.	.	.	2
40	CC(=O)c1ccc(NC(=O)c2ccc(S(=O)(=O)c3ccccc3)cc2)cc1	5.5	-13	3	2	-1	-3	-3	-1	1
41	Cc1cc(C(=O)Nc2ccccn2)no1	-2.2	5	-3	-5	1	-5	-5	-2	2
42	Cc1ccc(S(=O)(=O)NCC(=O)N(CC(=O)NCc2ccco2)Cc2ccccc2)cc1	-1.1	-5	-3	8	-3	7	-1	0	-1
43	CC(C)(C)CC(=O)Nc1ccc(C(N)=O)cc1	4.1	-6	0	2	4	3	3	-4	3
44	Cc1cc(Nc2cccc(Cl)c2)nc(NCc2ccccc2)n1	6.6	5	23	5	16*	-11	2	1	1
45	Cc1cccc(NC(=O)[C@@H]2CCCN2C(=O)OC(C)(C)C)c1C	-1.1	-4	-1	4	3	2	1	2	-11
46	O=[N+]([O-])c1c(C(Cl)Cl)nn(-c2ccccc2)c1N1CCCC1	2.1	4	6	-3	0	5	0	-1	0
47	Cc1ccc(S(=O)(=O)N2[C@@H](c3ccc(Cl)c(Cl)c3)C(C(=O)O)=C[C@H]2C(C)(C)C)cc1	.	7	1	-1	.	.	.	.	5
48	CC1CN(CN2C(=O)c3ccccc3C2=O)CC(C)O1 (stereo not drawn)	0.9	-2	1	3	-3	-3	-1	4	-5
49	CN1CC=C2C(C#N)=C(N)C(C#N)(C#N)[C@H](c3cccc(Cl)c3)C2C1 (stereo partly drawn)	1.4	0	2	3	-3	-4	-47	-1	-1
50	COc1cc(NC(=O)c2oc3ccccc3c2C)ccc1NC(=O)c1ccco1	4.1	-1	29	-9	2	18	-1	5	-5
51	CC(=O)N(CC1CCCO1)C1(C(=O)NC2CCCC2)CCCCC1 (stereo not drawn)	-1.0	-7	-3	4	-3	4	-5	-2	8
52	O=C(NC1=NCCS1)c1cccc(S(=O)(=O)N2CCc3ccccc32)c1	4.9	7	12	-6	5	8	0	-1	-5
53	O=C1/C(=C/c2cccnc2)Oc2cc(OS(=O)(=O)c3ccc(Cl)cc3)ccc21	-0.3	-1	2	12	1	2	-2	-1	-2
54	[O-][N+]12CC[N+]([O-])(CC1)c1ccccc12	0.5	6	6	-2	-3	-4	-2	-1	5
55	Cc1ccn2c(CN(C)CCn3nc(C)cc3C)c(C(=O)N3CCCCCC3)nc2c1	-0.9	3	2	-6	-8	12	1	2	-1
56	O=C(N/N=C\c1ccc(F)cc1)c1cc(OCC(F)(F)F)ccc1OCC(F)(F)F	3.0	-6	3	6	1	0	-1	0	1
57	COc1cc(N2N=C(c3ccccc3)CC2c2ccccc2)c(C=O)cc1C=O (stereo not drawn)	-0.4	-1	-1	-1	3	3	-6	-1	6
58	CCn1c(O)c(/C=N/N=C/c2ccccc2)c2ccc(C3=NNC(=O)CC3)cc21	0.7	3	11	-28	-1	-10	61*	4	-4
59	Cc1cc(C)cc(NC(=O)N2CCCC2C(=O)Nc2ccc(-n3cnnn3)cc2)c1 (stereo not drawn)	2.2	7	3	6	-2	-6	-6	-7	5
60	O=C(O)C/C(=C\c1cccc(NC(=O)c2ccccc2Cl)c1)c1nc2ccccc2s1	-2.0	1	6	6	5	18	4	3	-1

# Some of the entries so far, with one line to a screen:
34) Cc1cc(-c2ccccc2)nc(N(C)NC(=O)c2c(F)cccc2F)c1S(C)(=O)=O
52) O=C(NC1=NCCS1)c1cccc(S(=O)(=O)N2CCc3ccccc32)c1

Compound	34	52
PP5 primary	5.2	4.9
PAFAH2 inh	-5	7
AHR activator	-1	12
proCasp7 act	-2	-6
PP1 counter	-1	5
core dimer inh	9	8
TPT1 inhibitor	-6	0
CTSL1 counter	0	-1
proCasp3 act	2	-5

# Continuation:
No.	compound	PP5 primary	PAFAH2 inh	AHR activator	proCasp7 act	PP1 counter	core dimer inh	TPT1 inhibitor	CTSL1 counter	proCasp3 act
61	CN(C)S(=O)(=O)c1ccc(S(=O)(=O)NCc2ccc3c(c2)OCO3)cc1	0.6	0	0	-3	-3	2	-1	1	13
62	Cc1noc(C)c1COc1cccc(C(=O)Nc2ccc(OCc3ccccc3)cc2)c1	0.6	-7	-4	-2	0	12	-3	4	-3
63	Cc1cc(NC(=O)C(=O)NCCN2CCN(C(=O)c3cccs3)CC2)ccc1Br	-1.6	6	10	-3	-5	5	-4	2	1
64	Cc1c(NC(=O)C(C)OC(=O)c2cccc([N+](=O)[O-])c2)c(=O)n(-c2ccccc2)n1C (stereo not drawn)	4.1	-8	-1	3	-1	-5	-3	0	-2
65	Cc1c(Cl)cccc1NC(=O)COC(=O)Cc1ccsc1	1.3	13	4	2	1	.	.	.	3
66	CCN1/C(=C/C=C/C=C/c2sc3ccccc3[n+]2CC)Sc2ccccc21	4.7	.	-9	-24	47*	i	5	0	-17
67	Cc1c(C(=O)NCCCN2CCCC2=O)oc2ccc(S(=O)(=O)N3CCOCC3)cc12	-1.0	8	0	3	2	2	-2	2	5
68	CCCCNC(=O)CCSc1ccc(C)cc1	1.5	-2	-1	4	-1	0	-1	-6	8
69	O=C(CN1CCN(S(=O)(=O)c2ccc(Br)cc2)CC1)Nc1ccccc1C(=O)c1ccccc1	1.9	2	-2	-2	-3	25	-3	7	4

# Bioassay records deposited in PubChem BioAssay by The Scripps Research Institute Molecular Screening Center.

# The order is random; overall some 5.6% were active at least once.
